# Compound activity: PubChem BioAssay, several laboratories
# PvdQ acylase = P. aeruginosa PvdQ acylase inhibition; 0.063% of 340,000 active; purified PvdQ acylase, fluorescence plate reader; AID 488965; inhibition, % at 10 µM; in the data active = inhibition above about 30%, passing the limit was not always enough; inconclusive = no clear call, values can overlap the other calls;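 note: 0% = vehicle neutral wells and 100% = reference inhibitor wells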
# SR-BI HDL uptake = mouse SR-BI HDL lipid transfer inhibition; Q61009; ldlA[mSR-BI] CHO cells, DiI-HDL uptake fluorescence, 3 h; inhibition, % at 12.5 µM; 0.96% of 320,000 active; AID 488896;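 active = mean replicate inhibition of at least 70% and a set share of replicates each scoring 70 or more; inconclusive = meets just one of the two criteria; inactive = fails both criteria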;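 note: 0% = median of neutral control wells and 100% = median of positive control wells; values of inactives mirror those of a sister screen read the other way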
# HTR5A inv ctr = HTR5A inverse agonism, opioid heterodimer counter-screen | P47898 | HTR5A cell line, luminescence | inhibition, % at 9.3 µM | 0.083% of 340,000 active | AID 504634; in the data active = inhibition mostly above about 23%, no sharp cut-off; inactive = mostly below about 18%;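 note: 0% = cells with DMSO and 100% = no-cell wells with DMSO; some compounds called inactive have numbers as strong as hits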
# Target sequence (P47898 whole entry, looked up): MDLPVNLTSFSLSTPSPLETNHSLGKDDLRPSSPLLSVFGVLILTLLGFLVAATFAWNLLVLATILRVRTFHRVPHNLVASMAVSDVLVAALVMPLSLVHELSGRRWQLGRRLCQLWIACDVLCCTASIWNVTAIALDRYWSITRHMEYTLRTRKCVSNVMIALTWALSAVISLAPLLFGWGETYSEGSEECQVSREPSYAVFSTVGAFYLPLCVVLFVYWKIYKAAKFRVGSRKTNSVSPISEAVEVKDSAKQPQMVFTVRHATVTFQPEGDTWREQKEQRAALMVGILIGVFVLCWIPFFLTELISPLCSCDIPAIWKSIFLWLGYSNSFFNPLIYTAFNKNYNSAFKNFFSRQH
# HTR5A ag ctr = activates human HTR5A in OPRM1-OPRD1 agonist counter-screen; activation, % at 9.3 µM; HTR5A agonist assay, luminescence, cell-based; AID 504692; 0.61% of 340,000 active; in the data active = activation mostly above about 9.5%, no sharp cut-off; inactive = mostly below about 7.6%;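 note: 0% = cells with vehicle only and 100% = reference agonist; strong numbers were not always called active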
# V-ATPase pHluor = yeast V-ATPase proton transport regulation by pHLuorin. S. cerevisiae, pHLuorin cytosolic pH fluorescence. response, % at 10 µM. 0.37% of 350,000 active. AID 504577; in the data active = response mostly above about 7.3%, no sharp cut-off; inactive = mostly below about 5.4%; note: actives read high; inactives centre near 0; some compounds called inactive have numbers as strong as hits; reference of the scale not given here
# NSD2 inh = NSD2 (human) methyltransferase inhibition; O96028; NSD2 peptide methylation, AlphaScreen, 120 min; inhibition, % at 12.5 µM; 0.54% of 310,000 active; AID 743445; in the data active = inhibition above about 50%
# dFosB act = activators of mouse delta FosB homodimer; purified delta FosB, TAMRA-CDK5 oligo fluorescence polarization; percent of positive-control signal above neutral wells; 0.99% of 340,000 active; activation, % at 25 µM; P13346;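 active = mean activation above about 17%, with every replicate also reaching it, limit read from the data, passing the limit was not always enough; inconclusive = only one of the two conditions met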;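 note: fluorescence polarization rise as delta FosB binds a TAMRA Cdk5 AP-1 oligo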
# Target sequence (P13346 whole entry, looked up): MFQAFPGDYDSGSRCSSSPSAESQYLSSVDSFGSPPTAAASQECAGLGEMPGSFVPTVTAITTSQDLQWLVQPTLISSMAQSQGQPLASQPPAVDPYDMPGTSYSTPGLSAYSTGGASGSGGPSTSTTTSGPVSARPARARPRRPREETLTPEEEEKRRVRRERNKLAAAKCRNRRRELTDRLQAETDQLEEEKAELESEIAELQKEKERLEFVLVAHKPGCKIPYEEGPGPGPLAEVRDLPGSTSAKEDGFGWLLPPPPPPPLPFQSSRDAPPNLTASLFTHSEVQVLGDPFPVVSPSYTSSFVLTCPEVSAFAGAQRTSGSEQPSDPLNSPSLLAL
# CDK5 p35 inh = inhibitors of human CDK5/p35 kinase. Recombinant CDK5/p35, ADP-Glo luminescence, 60 min. inhibition, % at 10 µM. 0.01% of 330,000 active. Q00535+Q15078. AID 488839;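 active = highest replicate inhibition of at least 50% and at least 75% of replicates reaching 50%; inconclusive = only one of the two criteria met; inactive = both criteria failed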;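 note: plate controls were DMSO neutral control for no effect and GW8510 at 10 µM for full effect; many of its hits are not listed in these tables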
# MITF TRPM1 HTS = MITF TRPM1 promoter activation in melanoma cells; 0.75% of 300,000 active; SK-MEL-5 TRPM1-promoter luciferase, 24 h; % of positive control, neutral wells = 0; activation, % at 12.5 µM;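 active = mean activation of at least 80% with every replicate also reaching 80%; inconclusive = mean reaches 80% but some replicate falls short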;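 note: 0% = neutral control wells and 100% = parthenolide positive control wells; values of inactives mirror those of a sister screen read the other way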
# Wnt bcat act = activates Wnt/beta-catenin signaling in a reporter cell assay; activator, plate reader; activation, % at 9.35 µM; 1.2% of 300,000 active; AID 743398; in the data active = activation above about 30%, passing the limit was not always enough; inconclusive = no clear call, values can overlap the other calls;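 note: 0% = neutral control wells and 100% = positive control wells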
# * = called active by the depositor; ? = inconclusive; / = no result given.
SMILES,PvdQ acylase,SR-BI HDL uptake,HTR5A inv ctr,HTR5A ag ctr,V-ATPase pHluor,NSD2 inh,dFosB act,CDK5 p35 inh,MITF TRPM1 HTS,Wnt bcat act
CC(C)(C)OC(=O)NCc1ccc(NC(=O)c2nc[nH]c2C(=O)NCCCCCCNC(=O)c2[nH]cnc2C(=O)Nc2ccc(CNC(=O)OC(C)(C)C)cc2)cc1,0,9,-19,-1,1,/,-3,2.8,-3,-4
CCCOc1ccc(C(=O)CCC(=O)NNC(=O)c2cccs2)cc1,-20,-2,12,1,-3,-2,-2,-5.6,12,0
Nc1n[nH]c2cc(=O)n(-c3ccc(Cl)cc3)nc12,-11,-6,19,-2,-1,2,-5,1.3,13,-2
O=C(NNc1ccc(C(F)(F)F)cc1[N+](=O)[O-])c1ccc(NS(=O)(=O)c2ccc(F)cc2)cc1,-3,44,19,-8,-2,25,-2,4.8,-3,-8
CC(C)(C)c1ccc(C(=O)NCC(=O)NNC(=O)c2ccccc2O)cc1,0,90*,1,-1,2,1,-6,1.8,4,-3
COc1ccc(C2=NOC3(CC(=O)N(c4ccc(Cl)cc4)C3=O)C2)c(OC)c1 (stereo not drawn),-16,-26,-30,-1,0,3,9,-0.7,-7,-4
Cc1cc(OCc2cc(C(=O)N(Cc3nccn3C)C(C)C)no2)cc(C)c1Cl,-2,3,-9,8,1,9,-19,-0.2,30,7
CCOc1ccc(NC(=O)CN2CCN(C(=O)c3ccco3)CC2)cc1S(=O)(=O)N1CCCC1,-18,40,9,-4,1,0,0,1.1,/,0
COC(=O)Oc1ccc(/C=C/C(=O)OC(C)C)cc1OC(=O)OC,-3,-7,22,5,-2,2,9,-1.7,65,-1
CCOc1ccc(OCC(=O)OC(C)C(=O)Nc2ccc(Cl)cn2)cc1 (stereo not drawn),6,0,16,-6,-1,2,5,0.3,8,0
COc1ccc(C(C[N+](=O)[O-])c2c(C)cc3ccccn23)c(OC)c1 (stereo not drawn),-9,16,14,-5,5,26,-17,-1.1,-46,2
O=C(Nc1ccccc1O)c1ccc([N+](=O)[O-])cc1,6,15,7,-2,8,0,-3,3.1,15,1
COCCCNC(=S)NCCCNc1nc2cc3c(cc2cc1C#N)OCO3,-13,20,-6,4,0,-7,-6,-0.8,-8,-2
COc1cccc(C2NC(=O)NC(C)=C2C(=O)Nc2ccc(C)cc2)c1 (stereo not drawn),-6,3,-7,2,1,/,-7,-0.8,-4,-1
Cc1ccc(CN2CC(C(=O)NCC(=O)Nc3c(C)cccc3C)CC2=O)cc1 (stereo not drawn),-12,-10,2,-1,-5,-1,12,-4.3,-3,3
O=C(NCc1ccccc1)c1onc(CS(=O)(=O)c2ccc(Cl)cc2)c1C(=O)NCc1ccccc1,-3,-10,1,-1,-11,/,-7,2.4,-18,-4
Cc1ccc(NC(=O)Cn2cccc2)cc1C,-3,-2,-36,4,-1,2,3,0.0,-12,/
Cn1c(=O)c2sccc2n2c(CCCC(=O)NC3CCN(Cc4ccccc4)CC3)nnc12,-9,-14,4,4,3,-1,-16,0.9,-5,0
O=C(NCCc1nc(-c2ccc(F)cc2)no1)c1ccc(F)cc1,5,-7,-8,3,4,/,0,-1.2,-1,1
N#Cc1cc([N+](=O)[O-])ccc1NC(=O)COC(=O)C1CC2CCCC(C1)C2=O (stereo not drawn),8,-16,-12,5,-1,4,-2,-0.6,-11,-4
CC(=O)c1sc2nc(-c3ccc(C)cc3)c3c(c2c1N)CCCC3,-6,61,-19,7,-1,3,-14,1.5,-5,-3
C=CCNC(=O)C1(c2ccccc2)CC1(Cl)Cl (stereo not drawn),-5,-18,26,4,-5,-5,2,0.3,2,-1
COc1ccc(S(=O)(=O)Nc2nnc(CC(C)(C)C)s2)cc1,-14,-7,5,3,-4,3,-4,0.9,3,-1
O=C(NCC(c1ccco1)N1CCCC1)c1cccc(S(=O)(=O)Nc2ccc(Br)cc2)c1 (stereo not drawn),-16,1,-7,-1,4,2,-5,0.3,-5,-1
Cc1cccc(N2CCN(C(=O)c3ccccc3OCc3c(C)noc3C)CC2)c1C,1,7,12,6,-4,-3,-7,0.5,9,-4

# (list continues)
SMILES,PvdQ acylase,SR-BI HDL uptake,HTR5A inv ctr,HTR5A ag ctr,V-ATPase pHluor,NSD2 inh,dFosB act,CDK5 p35 inh,MITF TRPM1 HTS,Wnt bcat act
O=C(CCn1nnnc1CN1CCOCC1)N1CCC(c2ccccc2Cl)C1 (stereo not drawn),-8,-4,-11,4,3,-3,-3,-2.8,1,3
c1ccc(-c2cnc(C3CCCCC3)o2)cc1,?,2,-24,6,-3,0,5,-1.2,48,0
COc1ccc(CC(=O)NCC(=O)NCc2cc(=O)n(C)c(=O)n2C)cc1,-16,8,-11,3,0,-13,-5,-0.1,8,0
Cc1cc(N2CCN(C)CC2)nc2ccc(NC(=O)c3ccc(Br)o3)cc12,2,36,2,-1,1,9,-3,0.8,53,/
Cc1ccc(-n2c(C)cc(C3=NNC(=NC4CC4)SC3)c2C)cc1C,-10,45,18,1,1,5,-6,0.7,-4,1
Cc1ccc(C(=O)N/C(=C\c2ccc(-c3ccc(Br)cc3)o2)C(=O)NC2CCS(=O)(=O)C2)cc1 (stereo not drawn),3,22,-7,9,-2,/,5,-1.2,9,-4
CCOc1ccc(NC(=O)C(=O)NCCCn2ccnc2)cc1,-6,1,-6,2,-2,3,2,-8.9,-12,/
CC(Sc1nc2ccccc2s1)C(=O)NC1CCCc2ccccc21 (stereo not drawn),7,4,-10,0,-4,-2,-3,1.1,-3,-4
CC(=O)n1cc([C@@H]2C=C(C(=O)N3CCN(Cc4ccc5c(c4)OCO5)CC3)O[C@H](OCc3ccc(CO)cc3)C2)c2ccccc21,-4,7,-24,1,1,/,1,2.8,-8,-5
CCc1cc(=O)oc2cc3occ(C)c3cc12,6,19,6,-2,4,1,8,1.3,8,/
C=CCSc1nc(-c2ccc3c(c2)OCO3)cc(C(F)(F)F)c1C#N,-9,26,-7,2,-3,-3,-2,-1.7,-29,/
O=C(Nc1ccc(NC(=O)c2ccco2)nc1)c1ccccn1,1,-4,10,2,6,-3,-7,1.4,14,20
CC(C)CCNC(=O)CCCC1=NS(=O)(=O)c2ccccc2N1,-3,-4,4,6,-2,-2,-6,-1.4,-8,1
COCCCN(C(=S)NC(=O)c1ccc(Br)cc1)c1c(N)n(Cc2ccccc2)c(=O)[nH]c1=O,-8,-15,26,-4,-5,0,-11,0.8,-7,-1
Cc1ccc(NC(=O)CC(C)S(=O)(=O)c2ccc3c(c2)NC(=O)CO3)c(Cl)c1 (stereo not drawn),-12,-9,2,10,-1,-1,-7,-1.5,3,-4
O=C(Cc1cccs1)Nc1nnc(SCC(=O)N2CCCCC2)s1,-10,-11,-13,1,0,2,-9,-0.2,/,3
Cc1nn(-c2ccccc2)c(C)c1NC(=O)Cc1cccs1,6,-10,-10,4,-3,/,2,1.5,8,-1
Cc1nc(S(=O)(=O)Nc2ccc3c(c2)OCCO3)cn1C,-10,0,/,/,0,-1,-4,2.2,/,-2
CC1=C(C(=O)Nc2ccccc2)C(c2ccccc2)N2C(=O)CSC2=N1 (stereo not drawn),-23,-8,14,-6,-1,-1,-13,-0.7,-3,/
Cc1cc(NC(=O)c2ccc(F)cc2)n(-c2ccccn2)n1,-14,40,0,1,5,1,-46,-1.1,4,-1
Cc1ccc(P(=O)(CO)c2ccc(C)cc2)cc1,4,4,13,-2,-4,0,-5,-1.6,-1,/
COc1ccc(C(=O)NCC2CCCCC2)cc1S(=O)(=O)N1CCCC1,-15,14,3,-3,0,21,-11,0.4,/,1
CCC(C)C(=O)Nc1ccc([N+](=O)[O-])cc1OC (stereo not drawn),-12,2,-7,1,8,0,-4,1.9,6,-1
CNC(=O)c1cccc(NC(=O)CCCNC(=O)c2ccc(Cl)cc2)c1,-16,0,-10,1,-3,0,-3,1.3,-17,0
CCOc1ccc(NC(=O)CN(C)C(=O)c2cccnc2SC)cc1OCC,-8,17,4,0,3,-3,-2,0.4,-9,2

# 6 structures already listed, arranged by length of the SMILES, falling:
SMILES,PvdQ acylase,SR-BI HDL uptake,HTR5A inv ctr,HTR5A ag ctr,V-ATPase pHluor,NSD2 inh,dFosB act,CDK5 p35 inh,MITF TRPM1 HTS,Wnt bcat act
Cc1ccc(NC(=O)CC(C)S(=O)(=O)c2ccc3c(c2)NC(=O)CO3)c(Cl)c1 (stereo not drawn),-12,-9,2,10,-1,-1,-7,-1.5,3,-4
Cc1ccc(-n2c(C)cc(C3=NNC(=NC4CC4)SC3)c2C)cc1C,-10,45,18,1,1,5,-6,0.7,-4,1
COc1ccc(C(=O)NCC2CCCCC2)cc1S(=O)(=O)N1CCCC1,-15,14,3,-3,0,21,-11,0.4,/,1
Cc1cc(NC(=O)c2ccc(F)cc2)n(-c2ccccn2)n1,-14,40,0,1,5,1,-46,-1.1,4,-1
CCC(C)C(=O)Nc1ccc([N+](=O)[O-])cc1OC (stereo not drawn),-12,2,-7,1,8,0,-4,1.9,6,-1
Cc1ccc(P(=O)(CO)c2ccc(C)cc2)cc1,4,4,13,-2,-4,0,-5,-1.6,-1,/

# Looked up one by one from the entries so far (4):
SMILES,PvdQ acylase,SR-BI HDL uptake,HTR5A inv ctr,HTR5A ag ctr,V-ATPase pHluor,NSD2 inh,dFosB act,CDK5 p35 inh,MITF TRPM1 HTS,Wnt bcat act
Cc1ccc(-n2c(C)cc(C3=NNC(=NC4CC4)SC3)c2C)cc1C,-10,45,18,1,1,5,-6,0.7,-4,1
CCOc1ccc(NC(=O)CN(C)C(=O)c2cccnc2SC)cc1OCC,-8,17,4,0,3,-3,-2,0.4,-9,2
O=C(Nc1ccc(NC(=O)c2ccco2)nc1)c1ccccn1,1,-4,10,2,6,-3,-7,1.4,14,20
CNC(=O)c1cccc(NC(=O)CCCNC(=O)c2ccc(Cl)cc2)c1,-16,0,-10,1,-3,0,-3,1.3,-17,0

# Continued:
SMILES,PvdQ acylase,SR-BI HDL uptake,HTR5A inv ctr,HTR5A ag ctr,V-ATPase pHluor,NSD2 inh,dFosB act,CDK5 p35 inh,MITF TRPM1 HTS,Wnt bcat act
O=C(COC(=O)Cc1ccc(Br)cc1)NCc1ccc(F)cc1,6,-17,-10,4,1,-2,-5,-1.1,-8,-1
Cc1cccc(NC(=O)CN2C(=O)N/C(=C/c3cc(C)n(-c4ccncc4)c3C)C2=O)c1,-1,-19,8,-2,2,-2,9,-0.9,-3,0
Cn1c(SCc2cnc(-c3ccccc3)s2)nnc1C1COc2ccccc2O1 (stereo not drawn),-9,-18,1,0,-4,2,-5,-3.0,-9,/
COc1ccc(/C(O)=C/Sc2nnc(Cc3ccccc3)o2)cc1,5,10,1,4,3,-2,-11,2.0,6,/
CCCn1c2ccccc2c2cnn(CC(=O)NC(C)CC)c(=O)c21 (stereo not drawn),-10,9,0,0,-1,7,-6,-0.5,-6,1
CCOc1ccc(S(=O)(=O)n2c(C)nc3ccccc32)cc1,-3,/,-12,4,-5,/,1,1.5,1,-3
